Screening data deposited in PubChem by several laboratories.
NR2E3 ag-1 = NR2E3 (human) agonism; Q9Y5X4; hit rate 0.12% among 320,000; GST-NR2E3/biotin-RetCOR TR-FRET, 1536-well; inhibition of corepressor binding, % at 4.78 µM; AID 2300;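 active = percent inhibition above the cutoff of mean plus 3 SD of all tested compounds, set per screening campaign, cut at about 20% in these data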;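 also: 0% = DMSO wells and 100% = biotin wells as full block of FRET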
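Assay system: NR2E3–RetCOR corepressor complex. Quantity: 1.35 nM GST-NR2E3. Buffer or medium: pH 7.5 Tris-based buffer. Reagent: biotinylated RetCOR corepressor at 7 nM final. Schedule: 5 h at 4 °C. Detection: TR-FRET, emission read at 617 and 671 nm. Replicates: one well per compound, singlicate testing.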
Cardio protect = modulators protecting cardiomyocytes from myocardial damage; H9c2 cardiomyocytes, H2O2 injury protection, ATPLite, 2 h; protection from H2O2 cell death, % at 20 µM; hit rate 0.63% among 360,000; AID 588492;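 active = compounds giving at least 50% protection of heart cells from peroxide-induced death in the single-dose screen, raw or plate-pattern-corrected value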;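 also: 0% = DMSO wells with peroxide and 100% = DMSO wells without peroxide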
PDI turbidity = blocks human protein disulfide isomerase activity; hit rate 0.052% among 350,000; P07237; inhibition, % at 10 µM; PDI insulin aggregation turbidity, A650, 90 min;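 active = mean inhibition across replicates of 30% or more, whatever share of single replicates reach that level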;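 also: absorbance from insulin aggregation driven by PDI reduction with DTT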
Target sequence (P07237 whole entry, looked up): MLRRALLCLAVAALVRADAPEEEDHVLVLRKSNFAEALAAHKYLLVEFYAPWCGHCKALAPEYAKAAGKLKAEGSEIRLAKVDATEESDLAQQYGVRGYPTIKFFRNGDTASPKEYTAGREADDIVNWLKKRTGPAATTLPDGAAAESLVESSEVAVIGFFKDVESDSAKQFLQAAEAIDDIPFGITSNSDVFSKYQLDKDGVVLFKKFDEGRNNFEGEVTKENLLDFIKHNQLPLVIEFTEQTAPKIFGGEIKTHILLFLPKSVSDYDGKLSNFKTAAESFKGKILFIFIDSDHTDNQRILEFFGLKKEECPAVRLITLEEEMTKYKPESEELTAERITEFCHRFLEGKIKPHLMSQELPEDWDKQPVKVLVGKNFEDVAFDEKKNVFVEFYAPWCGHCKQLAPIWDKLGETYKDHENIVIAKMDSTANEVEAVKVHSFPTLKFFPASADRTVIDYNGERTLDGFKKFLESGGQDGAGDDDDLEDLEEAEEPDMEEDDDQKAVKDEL
MITF TRPM1 inh = MITF TRPM1 promoter inhibition in SK-MEL-5 cells. AID 488899. inhibition, % at 12.5 µM. hit rate 0.83% among 330,000. SK-MEL-5 TRPM1 promoter luciferase, 24 h;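 active = mean inhibition across replicates of 60% or more, whatever share of single replicates reaches that level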; also: values of inactives mirror those of a sister screen read the other way
CaV13 ICDI inh = Primary screen for inhibitors of IQ motif and Ca2+-dependent inactivation inhibitor domain binding in CACNA1D, Förster resonance energy transfer in living cells, …. hit rate 0.098% among 340,000. inhibition, % at 12.3 µM. AID 743397. HEK cells, CFP/YFP FRET ICDI-IQ, plate reader, 10 min; percent FRET-ratio fall versus neutral wells;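 active = mean replicate inhibition of at least 30% and at least 1% of replicates passing that level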;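 also: 0% = median of the neutral control wells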
m5-HT2A agonist = mouse HTR2A agonism via beta-arrestin recruitment | P35363 | CHO-K1 mHTR2A beta-arrestin complementation, luminescence; percent of 30 µM serotonin response | activation, % at 7.6 µM | hit rate 0.66% among 360,000 | AID 624169;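 active = activation above a run cutoff, the mean activation of all tested compounds plus 3 SD, cut at about 14% in these data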;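 also: 0% = plate median of compound wells and 100% = 30 µM serotonin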
Target sequence (P35363 whole entry, looked up): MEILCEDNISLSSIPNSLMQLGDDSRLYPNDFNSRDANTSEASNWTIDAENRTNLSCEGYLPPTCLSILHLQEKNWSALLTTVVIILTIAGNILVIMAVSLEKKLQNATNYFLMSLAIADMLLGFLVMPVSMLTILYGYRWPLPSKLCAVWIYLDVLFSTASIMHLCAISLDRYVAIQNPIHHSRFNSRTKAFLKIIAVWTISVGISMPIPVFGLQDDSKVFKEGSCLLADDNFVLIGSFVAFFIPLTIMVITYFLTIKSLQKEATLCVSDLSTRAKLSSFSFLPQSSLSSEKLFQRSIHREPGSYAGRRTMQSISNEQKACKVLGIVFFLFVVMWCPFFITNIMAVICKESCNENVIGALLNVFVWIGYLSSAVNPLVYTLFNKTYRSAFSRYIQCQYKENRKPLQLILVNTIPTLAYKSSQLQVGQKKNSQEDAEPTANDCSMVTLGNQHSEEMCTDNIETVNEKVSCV
iPSC survival up = enhancers of human iPSC single-cell survival; hiPSC single-cell survival, ATPlite luminescence; 100% = ROCK inhibitor wells, 0% = DMSO; survival enhancement, % at 20 µM; hit rate 0.044% among 360,000; AID 602274; in the data active = survival enhancement above about 18%;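 also: cells exposed to compounds for 16 hours before the ATP read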
HIF-2a block = HIF-2a inhibition; 786-0 RCC cells HIF-2a reporter, luciferase luminescence, overnight; inhibition, % at 18.8 µM; hit rate 0.72% among 360,000;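 active = inhibition of the luminescence signal of 40% or more relative to plate controls, in a single-dose primary screen at 18.75 µM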
Shn3 inh set2 = reduces Shn3 3'UTR luciferase signal in osteoblasts; Clone20 osteoblast Shn3 3'UTR firefly luciferase, 24 h; inhibition, % at 12.5 µM; hit rate 0.52% among 360,000; AID 588674;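 active = mean inhibition of at least 75% with every replicate also reaching 75%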;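 also: 0% = median of neutral control wells and 100% = pilot-screen positive control compound; some compounds past the cut are filed as inactive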
NR2E3 ag-2 = agonists of human NR2E3 nuclear receptor | inhibition of corepressor binding, % at 3.98 µM | hit rate 0.35% among 360,000 | CHO-S Gal4-NCOR/VP16-NR2E3 two-hybrid, luciferase | Q9Y5X4 | AID 602229;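 active = inhibition above the mean of all tested compounds plus 3 SD, cut at about 70% in these data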;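 also: 0% = DMSO with NR2E3 transfected cells and 100% = cells lacking NR2E3 construct; higher means lower luciferase signal from less NR2E3 corepressor binding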
Peg3 promoter = Peg3 promoter activity inhibition | hit rate 1.7% among 360,000 | HeLa PEG-Prom luciferase reporter, luminescence, overnight | inhibition, % at 20 µM;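 active = inhibition of at least 50% at 20 µM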
The depositor's hits bear a star.

Screening O=[N+]([O-])c1cccc(-c2nc3ccc([N+](=O)[O-])cc3[nH]2)c1 returned NR2E3 ag-1 4.3, Cardio protect -29.9, PDI turbidity -2.3, MITF TRPM1 inh -30.4, CaV13 ICDI inh -6.7, m5-HT2A agonist -2.9, iPSC survival up -0.5, HIF-2a block -278.2, Shn3 inh set2 -35.9, NR2E3 ag-2 -70.9 and Peg3 promoter -161.1.
COc1cccc(OCCCOc2ccc([N+](=O)[O-])cc2Cl)c1 was read as NR2E3 ag-1 0.0, Cardio protect -9.7, PDI turbidity 10.4, MITF TRPM1 inh 12.0, CaV13 ICDI inh -0.5, m5-HT2A agonist 1.6, iPSC survival up 3.4, HIF-2a block -90.0, Shn3 inh set2 -0.9, NR2E3 ag-2 -29.6 and Peg3 promoter -50.3.
`Cc1cc(NC(=O)CCc2ccc(S(=O)(=O)N3CCOCC3)cc2)n(-c2ccccc2)n1` gave NR2E3 ag-1 -1.1, Cardio protect -12.1, PDI turbidity 2.2, MITF TRPM1 inh 14.2, m5-HT2A agonist -0.3, iPSC survival up 1.7, HIF-2a block 14.1, Shn3 inh set2 49.4, NR2E3 ag-2 -16.6 and Peg3 promoter 19.8.
`CCOc1ccc(NC(=O)N(C2CCCCC2)C(C)c2cccnc2)cc1` (stereo not drawn) gave NR2E3 ag-1 12.4, Cardio protect -3.1, PDI turbidity 2.1, MITF TRPM1 inh 4.8, CaV13 ICDI inh -5.9, m5-HT2A agonist -0.2, iPSC survival up 0.1, HIF-2a block -6.3, Shn3 inh set2 -13.7, NR2E3 ag-2 5.9 and Peg3 promoter -3.0.
`CCCCN(C)C(=O)Cn1ncc2c3ccccc3n(CCC)c2c1=O` gave Cardio protect 4.1, PDI turbidity 6.4, MITF TRPM1 inh -8.7, CaV13 ICDI inh -16.4, m5-HT2A agonist 4.6, iPSC survival up 0.6, HIF-2a block 3.1, Shn3 inh set2 -29.4, NR2E3 ag-2 -19.3 and Peg3 promoter 12.3.
For CC1CCC(C(C)C)C(OCC(O)CN2CCCC(C)C2)C1 (stereo not drawn) the results were NR2E3 ag-1 1.2, Cardio protect -8.2, PDI turbidity -2.7, MITF TRPM1 inh -8.8, CaV13 ICDI inh 4.6, m5-HT2A agonist -4.5, iPSC survival up -0.8, HIF-2a block 18.4, Shn3 inh set2 31.5, NR2E3 ag-2 16.6 and Peg3 promoter -8.0.
For O=c1nc2n(c3cccc(Cl)c13)CCCCC2 the results were NR2E3 ag-1 -3.3, Cardio protect -2.4, PDI turbidity -5.3, MITF TRPM1 inh 0.0, CaV13 ICDI inh -5.0, m5-HT2A agonist 0.9, iPSC survival up -0.6, HIF-2a block 1.8, Shn3 inh set2 2.6, NR2E3 ag-2 -0.3 and Peg3 promoter 13.1.
`CCCCNC(=O)Cc1coc2ccc3ccccc3c12` gave NR2E3 ag-1 -2.1, Cardio protect -2.3, PDI turbidity 9.5, MITF TRPM1 inh 2.6, CaV13 ICDI inh -3.8, m5-HT2A agonist -0.4, iPSC survival up 0.2, HIF-2a block 4.6, Shn3 inh set2 -43.3, NR2E3 ag-2 -14.0 and Peg3 promoter -1.4.
CCn1c(NC(=O)/C=C/c2ccc(F)cc2)nc2ccccc21 was read as NR2E3 ag-1 1.6, Cardio protect 74.5*, PDI turbidity -2.9, MITF TRPM1 inh 8.3, CaV13 ICDI inh -4.1, m5-HT2A agonist -8.9, iPSC survival up -0.3, HIF-2a block -52.2, Shn3 inh set2 38.1, NR2E3 ag-2 -33.4 and Peg3 promoter -41.4.
Screening CCCCCOc1ccc(C(=O)CCC(=O)N2CCCC2)cc1 returned NR2E3 ag-1 0.0, Cardio protect 8.2, PDI turbidity -3.7, MITF TRPM1 inh 6.1, CaV13 ICDI inh -4.6, m5-HT2A agonist -2.3, iPSC survival up 2.1, HIF-2a block -31.4, Shn3 inh set2 -5.8, NR2E3 ag-2 -16.4 and Peg3 promoter -23.5.
Screening CCOC(=O)/C(=C/C1=CC(=C/N(C)C)/C(=O)O1)C(C)=O returned NR2E3 ag-1 -4.0, Cardio protect 0.8, PDI turbidity -8.2, MITF TRPM1 inh 3.0, CaV13 ICDI inh -126.2, m5-HT2A agonist 3.7, iPSC survival up -0.2, HIF-2a block 12.3, Shn3 inh set2 2.2, NR2E3 ag-2 10.2 and Peg3 promoter 3.9.
For Cc1ccc(-c2nc(CS(=O)(=O)CC(=O)Nc3cc(F)ccc3F)c(C)o2)cc1 the results were NR2E3 ag-1 -0.8, Cardio protect -3.7, MITF TRPM1 inh 5.6, CaV13 ICDI inh -6.1, m5-HT2A agonist -6.7, iPSC survival up -1.6, HIF-2a block 3.0, Shn3 inh set2 0.9, NR2E3 ag-2 0.1 and Peg3 promoter 19.9.
For O=C(Cn1nc2sc3ccccc3n2c(=O)c1=O)c1cccs1 the results were NR2E3 ag-1 -1.9, Cardio protect 1.9, PDI turbidity 1.0, CaV13 ICDI inh -13.8, m5-HT2A agonist 1.5, iPSC survival up 0.3, HIF-2a block -11.9, Shn3 inh set2 -13.2, NR2E3 ag-2 24.0 and Peg3 promoter -29.1.
Screening O=C1NC(=O)/C(=C\c2ccc(Oc3cnccn3)cc2)S1 returned NR2E3 ag-1 0.4, Cardio protect -6.9, PDI turbidity -1.0, MITF TRPM1 inh -23.9, CaV13 ICDI inh -5.9, m5-HT2A agonist -0.7, iPSC survival up -1.0, HIF-2a block -197.8, Shn3 inh set2 -53.5, NR2E3 ag-2 -31.4 and Peg3 promoter -174.4.
Brc1ccc(OCc2nnnn2-c2ccccc2)cc1 was read as NR2E3 ag-1 -0.1, Cardio protect -4.5, PDI turbidity 1.0, MITF TRPM1 inh -2.4, CaV13 ICDI inh -3.7, m5-HT2A agonist -3.9, iPSC survival up 0.2, HIF-2a block -15.1, Shn3 inh set2 -4.6, NR2E3 ag-2 -15.7 and Peg3 promoter 10.9.
For COc1ccc(OC)c(NC(=O)CN2CCc3ccccc3C2)c1 the results were NR2E3 ag-1 -0.1, Cardio protect 0.0, PDI turbidity -3.8, MITF TRPM1 inh -0.1, CaV13 ICDI inh -2.9, m5-HT2A agonist 0.8, iPSC survival up 0.1, HIF-2a block 10.5, Shn3 inh set2 15.9, NR2E3 ag-2 -26.3 and Peg3 promoter 11.7.
`CCOC(=O)N1CCN(C(=O)C(CC)c2ccccc2)CC1` (stereo not drawn) gave NR2E3 ag-1 1.3, Cardio protect -1.1, PDI turbidity -1.6, MITF TRPM1 inh -7.4, CaV13 ICDI inh -5.4, m5-HT2A agonist 4.1, iPSC survival up 7.4, HIF-2a block 10.3, Shn3 inh set2 4.9, NR2E3 ag-2 1.9 and Peg3 promoter -2.6.
O=C1c2ccccc2C(=O)N1CC(O)COc1cccc2ccccc12 (stereo not drawn) was read as Cardio protect -4.8, CaV13 ICDI inh -2.7, m5-HT2A agonist -2.2, iPSC survival up 1.1, HIF-2a block 5.4, Shn3 inh set2 -1.0, NR2E3 ag-2 1.1 and Peg3 promoter -18.2.
Screening C=CCN1c2ccccc2[C@]23C[C@@H](C(=O)OC)N(C(=O)c4ccco4)C2=NC(C(=O)OC)=C(C(=O)OC)[C@H]13 returned NR2E3 ag-1 -3.5, Cardio protect 6.8, PDI turbidity 2.6, MITF TRPM1 inh -2.7, CaV13 ICDI inh -6.1, m5-HT2A agonist -0.2, iPSC survival up -1.4, HIF-2a block -2.1, Shn3 inh set2 -34.3, NR2E3 ag-2 -12.4 and Peg3 promoter 31.8.
For CCOC(=O)C1=C(C)N(CCO)C(=O)NC1c1cccc(O)c1 (stereo not drawn) the results were NR2E3 ag-1 3.5, Cardio protect -2.9, PDI turbidity -3.5, MITF TRPM1 inh 12.3, m5-HT2A agonist 0.0, iPSC survival up 1.6, HIF-2a block 6.1, Shn3 inh set2 2.1, NR2E3 ag-2 -21.1 and Peg3 promoter 6.2.
`Cc1cc(N2CCN(c3ccccc3)CC2)n2ncnc2n1` gave NR2E3 ag-1 0.1, Cardio protect -2.4, PDI turbidity 1.2, MITF TRPM1 inh 0.2, CaV13 ICDI inh -2.8, m5-HT2A agonist -2.4, iPSC survival up -0.3, HIF-2a block 2.8, Shn3 inh set2 19.6, NR2E3 ag-2 -17.5 and Peg3 promoter -28.4.
O=C(N/N=C/c1ccccc1[N+](=O)[O-])c1cccs1 was read as NR2E3 ag-1 3.6, Cardio protect 0.8, PDI turbidity -1.4, MITF TRPM1 inh -48.4, CaV13 ICDI inh -4.6, m5-HT2A agonist 4.0, iPSC survival up -0.7, HIF-2a block -263.9, NR2E3 ag-2 -56.9 and Peg3 promoter -197.7.
COc1ccc(C(CNC(=O)c2cc(=O)[nH]c3ccccc23)N2CCCC2)cc1 (stereo not drawn) was read as NR2E3 ag-1 -2.1, Cardio protect 7.6, PDI turbidity 0.1, MITF TRPM1 inh -1.1, CaV13 ICDI inh -4.7, m5-HT2A agonist -0.5, iPSC survival up -1.7, HIF-2a block -61.4, Shn3 inh set2 11.5, NR2E3 ag-2 -24.4 and Peg3 promoter -23.0.
For CCn1c(SCC(=O)N2c3ccccc3Sc3ccccc32)nc2c1c(=O)n(C)c(=O)n2C the results were NR2E3 ag-1 -0.9, Cardio protect 32.0, PDI turbidity -3.5, MITF TRPM1 inh -4.6, CaV13 ICDI inh -8.1, m5-HT2A agonist 4.2, iPSC survival up 1.8, HIF-2a block -0.5, Shn3 inh set2 29.9, NR2E3 ag-2 5.3 and Peg3 promoter 17.5.
COc1ccc(CNC(=S)Nc2cccc(Cl)c2)cc1 was read as NR2E3 ag-1 -0.8, Cardio protect -6.5, PDI turbidity 3.3, CaV13 ICDI inh -19.9, m5-HT2A agonist 2.4, iPSC survival up -0.6, HIF-2a block -47.5, Shn3 inh set2 -1.8, NR2E3 ag-2 2.5 and Peg3 promoter -21.3.
`CCCN1C(=O)/C(=C/c2c(NCCCOCC)nc3c(C)cccn3c2=O)SC1=S` gave Cardio protect 2.8, PDI turbidity 2.7, MITF TRPM1 inh -9.5, CaV13 ICDI inh -9.5, m5-HT2A agonist -0.8, iPSC survival up 0.3, HIF-2a block 1.1, Shn3 inh set2 2.1, NR2E3 ag-2 -1.1 and Peg3 promoter 38.7.
For O=C(N1CCOCC1)N(CCN1CCOCC1)Cc1cccc(Cl)c1 the results were NR2E3 ag-1 4.0, Cardio protect -1.1, PDI turbidity -1.2, MITF TRPM1 inh -1.7, CaV13 ICDI inh -5.1, m5-HT2A agonist -0.9, iPSC survival up -1.2, HIF-2a block 19.0, Shn3 inh set2 13.7, NR2E3 ag-2 -16.0 and Peg3 promoter 3.8.
Screening Cc1cccc(Nc2ncnc3nc[nH]c23)c1C returned NR2E3 ag-1 0.9, Cardio protect -1.6, PDI turbidity -4.6, MITF TRPM1 inh -9.5, CaV13 ICDI inh -4.9, m5-HT2A agonist -2.3, iPSC survival up 0.2, HIF-2a block -9.8, Shn3 inh set2 -8.8, NR2E3 ag-2 -10.9 and Peg3 promoter -13.2.
